Source: PubChem (Broad Institute)
KDM4C inh: inhibitors of GASC-1 (KDM4C) histone demethylase, primary screen, biochemical, single concentration HTS; hit rate 0.15% among 96,000; inhibition, % at 12.5 µM; GST-KDM4C 2-372, H3K9me3 peptide, LANCE TR-FRET;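 active = mean replicate inhibition above about 25%, with at least 55% of replicates also reaching it, limit read from the data, passing the limit was not always enough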
Target sequence (Q9H3R0 2-372 limits assumed): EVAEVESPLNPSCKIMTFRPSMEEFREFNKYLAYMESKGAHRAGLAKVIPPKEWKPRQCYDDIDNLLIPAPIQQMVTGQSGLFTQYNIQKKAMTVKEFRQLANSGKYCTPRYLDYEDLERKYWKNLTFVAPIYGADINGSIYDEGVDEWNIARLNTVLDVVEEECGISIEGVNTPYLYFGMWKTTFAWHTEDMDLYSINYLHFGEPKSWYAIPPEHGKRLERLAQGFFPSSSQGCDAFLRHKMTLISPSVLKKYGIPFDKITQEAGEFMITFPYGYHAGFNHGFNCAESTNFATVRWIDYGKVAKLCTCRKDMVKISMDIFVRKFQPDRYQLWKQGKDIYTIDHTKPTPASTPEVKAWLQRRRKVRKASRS
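Material: GST-tagged GASC-1 (JMJD2C) catalytic fragment, aa 2-372. Input: enzyme final amount 10 nM. Medium: HEPES buffer, pH 7.5, plus ascorbate. Reagent: H3K9me3 peptide substrate, Fe(II), 2-oxoglutarate. Doses: single dose. Times: reaction 30 min RT, detection step 1 h RT. Measured by: LANCE TR-FRET. Evaluation: Fall in 671/618 emission ratio as inhibition.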
Pf Dd2 growth: P. falciparum Dd2 growth inhibitors, primary screen, SYBR Green fluorescence, single dose replicates; AID 1159554, 2015; activity change, % at 10 µM; 72 h; hits give low values; hit rate 2.3% among 94,000; in the data active = activity change below about -80%
C diff growth: C. difficile growth inhibitors, primary screen, HTS. hit rate 0.25% among 86,000. Clostridium difficile clinical isolate growth, OD600, 24 h; hits give low values. growth activity, negative = inhibition, % at 16 µg/mL (by protocol). AID 1259249, 2017;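 active = mean growth activity at or below -80% and every replicate also at or below -80%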;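 also: 0% = DMSO wells and -100% = levofloxacin 16 µg/mL wells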
The depositor's hits bear a star; . = no result given. Not all compounds are listed; the hit share may differ from the screen's.

1	CO[C@@H]1CN(C)C(=O)c2cc(NC(=O)C3CC3)ccc2OC[C@H](C)N(Cc2nccs2)C[C@H]1C
2	CO[C@@H]1CN(C)C(=O)c2cc(NC(=O)C3CCC3)ccc2OC[C@@H](C)N(CC2CCCCC2)C[C@@H]1C
3	CO[C@H]1CN(C)C(=O)c2ccc(NC(=O)C3CC3)cc2OC[C@@H](C)N(Cc2cccnc2)C[C@@H]1C
4	CO[C@@H]1CN(C)C(=O)c2cc(NC(C)=O)ccc2OC[C@H](C)N(CC2CC2)C[C@H]1C
5	C[C@H](CO)N1C[C@H](C)[C@@H](CN(C)C(=O)Nc2cccc3ccccc23)Oc2ccc(NC(=O)Cc3ccccc3)cc2C1=O
6	Cc1ccc(S(=O)(=O)N(C)C[C@@H]2Oc3ccc(NS(C)(=O)=O)cc3CC(=O)N([C@H](C)CO)C[C@@H]2C)cc1

Compound	1	2	3	4	5	6
KDM4C inh	-0.5	0.9	1.5	0.5	-1.3	0.2
Pf Dd2 growth	.	.	.	.	.	.
C diff growth	.	.	.	.	.	.

7	C[C@H]1CN([C@@H](C)CO)C(=O)c2cc(NC(=O)CCCCCC(=O)Nc3ccccc3N)ccc2O[C@@H]1CN(C)C(=O)NC1CCCCC1
8	CCC(=O)N1C[C@@H](C)[C@@H](OC)CN(C)C(=O)c2cc(NC(=O)C3CCCCC3)ccc2OC[C@H]1C
9	Cc1ccc(S(=O)(=O)Nc2ccc3c(c2)C(=O)N([C@H](C)CO)C[C@@H](C)[C@@H](CN(C)C(=O)Nc2cccc4ccccc24)O3)cc1
10	CO[C@@H]1CN(C)C(=O)c2cc(NC(=O)C3CC3)ccc2OC[C@H](C)N(Cc2nccs2)C[C@@H]1C
11	CO[C@@H]1CN(C)C(=O)c2cc(NC(=O)C3CC3)ccc2OC[C@H](C)N(CC2CC2)C[C@H]1C
12	CO[C@@H]1CN(C)C(=O)c2ccc(NC(=O)C3CC3)cc2OC[C@H](C)N(CC2CCCC2)C[C@@H]1C

Compound	7	8	9	10	11	12
KDM4C inh	1.8	1.2	0.2	-2.0	0.1	-0.4
Pf Dd2 growth	.	.	.	.	.	.
C diff growth	.	.	.	.	.	.

13	C[C@H]1CN([C@@H](C)CO)C(=O)c2cccc(NC(=O)CCCCCC(=O)Nc3ccccc3N)c2O[C@@H]1CN(C)C(=O)NC1CCCCC1
14	CO[C@H]1CN(C)C(=O)c2cc(NS(C)(=O)=O)ccc2OC[C@H](C)N(CC2CC2)C[C@@H]1C
15	CO[C@@H]1CN(C)C(=O)c2cc(NC(=O)C3CC3)ccc2OC[C@@H](C)N(C(=O)Nc2ccc(C(F)(F)F)cc2)C[C@H]1C
16	CO[C@H]1CN(C)C(=O)c2cc(NC(=O)C3CC3)ccc2OC[C@@H](C)N(Cc2nccs2)C[C@H]1C
17	COc1ccc2c3c([nH]c2c1)[C@@H](CO)N(C(=O)CC1CC1)CC31CCN(Cc2cncnc2)CC1
18	COc1ccc(S(=O)(=O)N2CC3(CN(Cc4ccncc4)[C@@H](CO)c4[nH]c5cc(OC)ccc5c43)C2)cc1

Compound	13	14	15	16	17	18
KDM4C inh	0.1	-1.7	-0.4	-1.6	.	.
Pf Dd2 growth	.	.	.	.	48.0	66.2
C diff growth	.	.	.	.	.	.

19	COc1ccc2c3c(n(C)c2c1)[C@@H](CO)N(Cc1nccs1)CC31CCN(C(=O)CC2CC2)CC1
20	COc1ccc2c3c(n(C)c2c1)[C@H](CO)N(Cc1ccccc1Cl)CC31CN(C(C)=O)C1
21	CCCN(C)C[C@@H]1Oc2ncc(-c3ccccc3)cc2C(=O)N([C@@H](C)CO)C[C@@H]1C
22	COc1ccc2c3c(n(C)c2c1)[C@@H](CO)N(C(=O)C1CCCCC1)CC31CCN(C(=O)Nc2cccc(F)c2)CC1
23	COc1ccc2c3c([nH]c2c1)[C@@H](CO)N(C(=O)Nc1c(C)noc1C)CC31CCN(CC2CCCCC2)CC1
24	COc1ccc2c3c([nH]c2c1)[C@H](CO)N(C)CC31CCN(C(=O)NC(C)C)CC1

Compound	19	20	21	22	23	24
KDM4C inh	.	.	.	.	.	.
Pf Dd2 growth	37.1	0.0	26.5	30.2	-8.0	-10.0
C diff growth	.	.	.	.	.	.

25	COc1ccc2c3c([nH]c2c1)[C@@H](CO)N(C(=O)NC(C)C)CC31CN(C(=O)NC2CCCC2)C1
26	COc1ccc2c3c(n(C)c2c1)[C@H](CO)N(C(=O)C1CCCC1)CC31CN(C(=O)CN(C)C)C1
27	COc1ccc2c3c([nH]c2c1)[C@@H](CO)N(C(=O)Nc1ccccc1F)CC31CN(C(=O)C2CC2)C1
28	COCC(=O)N1CC2(C1)CN(C(=O)Nc1ccccc1F)[C@H](CO)c1c2c2ccc(OC)cc2n1C
29	COc1ccc2c3c(n(C)c2c1)[C@H](CO)N(C(=O)Nc1ccc(F)cc1)CC31CN(C(=O)NC(C)C)C1
30	COc1ccc2c3c(n(C)c2c1)[C@@H](CO)N(C(=O)Nc1ccc(F)cc1)CC31CN(C(=O)CC2CC2)C1

Compound	25	26	27	28	29	30
KDM4C inh	.	.	.	.	.	.
Pf Dd2 growth	25.8	24.9	26.1	-9.8	34.0	2.7
C diff growth	.	.	.	.	.	.

31	CCC(=O)N1CCC2(CC1)CN(C(=O)Nc1ccccc1F)[C@H](CO)c1[nH]c3cc(OC)ccc3c12
32	COc1ccc2c3c(n(C)c2c1)[C@H](CO)N(C(=O)Nc1cccc(F)c1)CC31CCN(C)CC1
33	COc1ccc2c3c([nH]c2c1)[C@@H](CO)N(Cc1ccc(F)cc1)CC31CCN(C(C)=O)CC1
34	CCCC(=O)N1CC2(CCN(C(=O)CC3CC3)CC2)c2c(n(C)c3cc(OC)ccc23)[C@H]1CO
35	COc1ccc2c3c(n(C)c2c1)[C@H](CO)N(C(=O)CN(C)C)CC31CN(C(=O)CN(C)C)C1
36	CCC(=O)N1CCC2(CC1)CN(S(C)(=O)=O)[C@H](CO)c1[nH]c3cc(OC)ccc3c12

Compound	31	32	33	34	35	36
KDM4C inh	.	.	.	.	.	.
Pf Dd2 growth	36.6	31.1	35.2	33.9	9.3	40.2
C diff growth	.	.	.	.	.	.

37	N#C[C@H]1[C@@H](c2ccccc2-c2ccccc2)[C@@H](CO)N1C(=O)Cc1cccnc1
38	COc1ccc2c3c(n(C)c2c1)[C@H](CO)N(Cc1ccccc1F)CC31CN(CC2CC2)C1
39	COc1ccc(CN2CC3(CCN(C(C)=O)CC3)c3c(n(C)c4cc(OC)ccc34)[C@H]2CO)cc1
40	COc1ccc2c3c(n(C)c2c1)[C@@H](CO)N(C(=O)c1ccccc1)CC31CN(Cc2ccccc2OC)C1
41	COc1ccc2c3c(n(C)c2c1)[C@H](CO)N(CC1CCOCC1)CC31CN(C(C)=O)C1
42	COc1ccc2c3c(n(C)c2c1)[C@@H](CO)N(CC1CCOCC1)CC31CN(C(=O)c2cccc(F)c2)C1

Compound	37	38	39	40	41	42
KDM4C inh	.	.	.	.	.	.
Pf Dd2 growth	13.3	22.7	71.9	5.8	-7.4	26.4
C diff growth	.	.	.	.	.	.

43	COc1ccc2c3c(n(C)c2c1)[C@@H](CO)N(C(C)=O)CC31CCN(Cc2ccc(Cl)cc2)CC1
44	COc1ccc2c3c([nH]c2c1)[C@H](CO)N(C(=O)NC(C)C)CC31CCN(C(=O)c2ccncc2)CC1
45	COc1ccc2c3c(n(C)c2c1)[C@H](CO)N(Cc1ccccc1OC)CC31CN(C(=O)C2CC2)C1
46	COc1ccc2c3c([nH]c2c1)[C@@H](CO)N(C(=O)c1ccncc1)CC31CN(C(=O)NC(C)C)C1
47	COc1ccc2c3c([nH]c2c1)[C@@H](CO)N(C(=O)Nc1cccc(F)c1)CC31CN(S(=O)(=O)c2ccccc2)C1
48	COc1ccc2c3c([nH]c2c1)[C@@H](CO)N(Cc1ccccc1OC)CC31CCN(C(C)=O)CC1

Compound	43	44	45	46	47	48
KDM4C inh	.	.	.	.	.	.
Pf Dd2 growth	67.5	32.6	-5.7	2.9	28.8	52.5
C diff growth	.	.	.	.	.	.

49	COc1ccc2c3c([nH]c2c1)[C@@H](CO)N(C(=O)c1ccncc1)CC31CN(Cc2cccnc2)C1
50	COc1ccc2c3c([nH]c2c1)[C@H](CO)N(Cc1ccccc1)CC31CN(S(C)(=O)=O)C1
51	COc1ccc2c3c([nH]c2c1)[C@H](CO)N(C(=O)c1ccncc1)CC31CCN(C)CC1
52	COc1ccc2c3c(n(C)c2c1)[C@@H](CO)NCC31CCN(S(=O)(=O)c2cccc(F)c2)CC1
53	CCS(=O)(=O)N1CC2(CN(Cc3ccc(F)cc3)[C@@H](CO)c3c2c2ccc(OC)cc2n3C)C1
54	COc1ccc2c3c([nH]c2c1)[C@@H](CO)N(Cc1ccccc1)CC31CN(CC2CC2)C1

Compound	49	50	51	52	53	54
KDM4C inh	.	.	.	.	.	.
Pf Dd2 growth	45.4	-33.1	26.4	8.4	-0.1	-35.6
C diff growth	.	.	.	.	.	.

55	O=C(NCc1ccccc1)C1=C[C@@H](C2CC2)C[C@@H](OCCCCO)O1
56	C=CCOC(=O)[C@H]1[C@@H]2C(=O)O[C@@H](c3ccccc3)[C@@H](c3ccccc3)N2[C@@H](c2ccc(OCCOC(=O)[C@@H]3C[C@@H]4C(=O)NCC(=O)N4[C@@H]3c3cccc(OCCO)c3)cc2)[C@]12C(=O)Nc1ccc(I)cc12
57	CC(=O)n1cc([C@H]2C=C(C(=O)NCc3ccccc3)O[C@@H](OCCCCO)C2)c2ccccc21
58	C#CCNC(=O)C1=C[C@@H](c2ccc(C(F)(F)F)cc2)C[C@@H](OCCCCO)O1
59	CO[C@H]1O[C@H](CO)[C@@H](OC(=O)Nc2ccccc2)[C@H](OC(=O)Nc2ccc3c(c2)OCO3)[C@H]1OC(=O)Nc1ccc2c(c1)OCO2
60	COc1cc(C(=O)NC2CCN(C)CC2)ccc1Nc1ncc2c(n1)N(C1CCC(O)CC1)CCC(=O)N2C (stereo not drawn)

Compound	55	56	57	58	59	60
KDM4C inh	.	.	.	.	.	.
Pf Dd2 growth	.	.	.	.	.	.
C diff growth	-4.7	-2.0	5.7	2.7	-4.9	-0.5

61	COc1ccc(COC[C@@]23Oc4ccccc4[C@@H](NC(=O)N2C)[C@H]3COC(=O)c2ccc([N+](=O)[O-])cc2)cc1
62	O=C(Nc1ccccc1)N[C@@H](Cc1ccccc1)Cn1cc(CN2C(=O)COC[C@H]2c2ccccc2)nn1
63	COC(=O)[C@@]1(Cc2ccccc2)COC(c2ccc(OCCCO)cc2)=N1
64	CC(C)(C)[C@@H]1C=C(C(=O)N2CCN(Cc3ccc4c(c3)OCO4)CC2)O[C@H](OCc2ccc(CO)cc2)C1
65	COc1cc(CO)cc(I)c1O[C@H]1C=C(C(=O)NCCO)C[C@@H](N(CC2CCCCC2)C(=O)c2ccc(C(F)(F)F)cc2)[C@@H]1O
66	C=CCOC(=O)C1=C[C@H](c2csc3ccccc23)C[C@H](OCCCCO)O1

Compound	61	62	63	64	65	66
KDM4C inh	.	.	.	.	.	.
Pf Dd2 growth	.	.	.	.	.	.
C diff growth	-16.5	-8.3	9.2	12.7	3.8	5.7

67	O=C(C1=C[C@@H](c2ccc3c(c2)OCO3)C[C@@H](OCc2ccc(CO)cc2)O1)N1CCN(Cc2ccc3c(c2)OCO3)CC1
68	O=C1CS(=O)(=O)C(c2ccccc2)N1c1cccc(Cl)c1 (stereo not drawn)
69	CCc1ccc(OCC(=O)Nc2ncn[nH]2)cc1
70	COC(=O)[C@@]1(CCC(=O)OC(C)(C)C)N=C(c2ccc(OCCCO)cc2)O[C@H]1c1ccccc1CN=[N+]=[N-]
71	COC(=O)CCCCCCC(=O)Nc1ccc(C2OC(CSc3ccccn3)CC(c3ccccc3)O2)cc1 (stereo not drawn)
72	COc1ccc(C(=O)NC(CC(C)C)C(=O)O)cc1 (stereo not drawn)

Compound	67	68	69	70	71	72
KDM4C inh	.	.	.	.	.	.
Pf Dd2 growth	.	.	.	.	.	.
C diff growth	9.6	-2.3	-14.2	1.3	3.9	-1.1
